CIT2 TOR yeast: modulators of CIT2-GFP expression in yeast, primary screen, S. cerevisiae, GFP fusion, multiplex flow cytometry, MLPCN library. S. cerevisiae CIT2-GFP strain, 3 h; 100 means same as DMSO wells. GFP response vs DMSO, % at 10 µM. 320,000 compounds, 0.065% hits. AID 2029, 2009;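 active = GFP response relative to DMSO above a set limit, near the screen mean plus 3 SD, cut at about 150% in these data; inconclusive = Fewer than 70 cells measured for a yeast strain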;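 also: ratio of well median GFP fluorescence to mean of DMSO wells on the plate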
Efflux pump inh: inhibitors of Candida efflux pumps in yeast, primary screen, S. cerevisiae, Nile Red, multiplex; S. cerevisiae Candida pump triplex; inhibition, % at 10 µM; 330,000 compounds, 0.44% hits;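 active = plate passing quality check with inhibition over a set limit, or well fluorescence over plate mean plus 4 SD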;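 also: Nile Red retained in pooled yeast measured as flow cytometry median fluorescence; 0% = buffer negative control and 100% = Enniatin B positive control; higher means more Nile Red kept so more efflux inhibition; some compounds called inactive have numbers as strong as hits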
Yeast superoxide: reduction of superoxide in aged yeast, primary screen, HTS; S. cerevisiae aged cells, superoxide DHE fluorescence; active compounds read low; superoxide response (% of plate mean), % at 10 µM; 330,000 compounds, 0.18% hits; AID 2690, 2010;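 active = superoxide response under a set limit, about three screen SD below normal, cut at about 65% in these data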;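 also: yeast aged for seven days with compound at 30 °C before DHE staining; 100% = average MFI of all compound-treated wells on the plate with controls excluded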
AHR activator: AHR activators, primary screen, cell-based, luminescence, luciferase reporter, human. AHR-responsive luciferase reporter cells. activation, % at 5 µM. 320,000 compounds, 2.5% hits. AID 2796, 2010; in the data active = activation above about 47%;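 also: 0% = vehicle wells and 100% = reference agonist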
Target sequence (P35869 whole entry, looked up): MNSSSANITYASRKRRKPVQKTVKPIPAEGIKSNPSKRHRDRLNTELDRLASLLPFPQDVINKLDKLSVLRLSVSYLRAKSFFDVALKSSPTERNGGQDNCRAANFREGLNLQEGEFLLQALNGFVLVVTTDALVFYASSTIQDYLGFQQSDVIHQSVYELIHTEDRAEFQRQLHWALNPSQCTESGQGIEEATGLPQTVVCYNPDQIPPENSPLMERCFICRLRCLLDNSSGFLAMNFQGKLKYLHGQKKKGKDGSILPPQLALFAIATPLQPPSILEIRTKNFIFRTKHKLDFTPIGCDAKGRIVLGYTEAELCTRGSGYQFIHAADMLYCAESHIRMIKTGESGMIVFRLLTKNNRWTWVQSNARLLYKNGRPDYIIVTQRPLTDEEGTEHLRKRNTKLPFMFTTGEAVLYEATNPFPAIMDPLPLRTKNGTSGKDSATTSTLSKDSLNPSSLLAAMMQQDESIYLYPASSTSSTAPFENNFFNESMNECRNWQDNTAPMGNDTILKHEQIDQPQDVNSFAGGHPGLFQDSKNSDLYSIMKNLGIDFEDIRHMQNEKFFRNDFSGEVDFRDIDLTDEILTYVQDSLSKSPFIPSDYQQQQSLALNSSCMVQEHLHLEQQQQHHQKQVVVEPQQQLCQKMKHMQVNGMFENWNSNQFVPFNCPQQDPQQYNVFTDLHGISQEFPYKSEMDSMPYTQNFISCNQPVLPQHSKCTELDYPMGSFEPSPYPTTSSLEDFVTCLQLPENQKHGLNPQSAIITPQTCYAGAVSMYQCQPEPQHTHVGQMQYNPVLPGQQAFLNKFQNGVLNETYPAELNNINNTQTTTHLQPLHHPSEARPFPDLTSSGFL
LAP4 TOR yeast: modulators of LAP4-GFP expression in yeast, primary screen, S. cerevisiae, multiplex flow cytometry, MLPCN library. GFP response vs DMSO, % at 10 µM. 3 h; median GFP as percent of DMSO wells. 320,000 compounds, 0.34% hits;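 active = GFP response vs DMSO above a set limit, about the screen mean plus 3 SD, cut at about 150% in these data; inconclusive = under 70 cell events counted for the yeast strain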
RPL19A-GFP yeast: RPL19A-GFP expression modulators in yeast, primary screen, cell-based, S. cerevisiae, multiplex flow cytometry, MLPCN; S. cerevisiae RPL19A-GFP strain, 3 h; active compounds read low; percent response vs DMSO, % at 10 µM; 330,000 compounds, 0.3% hits; AID 2025, 2009;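 active = percent response vs DMSO below 50%; inconclusive = fewer than 70 events counted for the yeast strain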;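 also: median channel GFP fluorescence of the barcoded RPL19A-GFP strain; ratio of sample median GFP to plate DMSO average so 100% = DMSO; lower means less RPL19A-GFP as with rapamycin TOR inhibition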
MEP2-GFP yeast: modulators of MEP2-GFP levels in yeast, primary screen, S. cerevisiae, multiplex flow cytometry, MLPCN library; 330,000 compounds, 0.51% hits; GFP response vs DMSO, % at 10 µM; S. cerevisiae MEP2-GFP strain, 3 h; 100% = DMSO control level;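 active = GFP response versus DMSO above a set limit, roughly screen mean plus 3 SD, cut at about 180% in these data; inconclusive = fewer than 70 cells counted for a yeast strain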;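 also: median GFP fluorescence of the barcode-gated MEP2-GFP cells per well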
AGP1 TOR yeast: modulators of AGP1-GFP expression in yeast TOR pathway, primary screen, cell-based, multiplex flow cytometry, S. cerevisiae, MLPCN library. AID 2066, 2009. 3 h; GFP as percent of DMSO wells. GFP response vs DMSO, % at 10 µM. 320,000 compounds, 0.02% hits;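 active = GFP response relative to DMSO above a set limit, near screen average plus 3 SD, cut at about 150% in these data; inconclusive = fewer than 70 cells counted for the yeast strain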;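 also: median GFP channel fluorescence of the gated AGP1 strain per well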
* hit, by the source's call; ? = inconclusive; / = no result given; [ ] = remark or other dose.

SMILES	CIT2 TOR yeast	Efflux pump inh	Yeast superoxide	AHR activator	LAP4 TOR yeast	RPL19A-GFP yeast	MEP2-GFP yeast	AGP1 TOR yeast
CC(C)(C)CC(=O)NC(=S)NCCc1ccccc1	?	0.1	87	5	84[may fluoresce violet]	89[may fluoresce violet]	86[may fluoresce violet]	?
CCN1C(=O)CC(NCc2ccc(S(N)(=O)=O)cc2)C1=O (configuration not stated)	115	0.0	96	4	107	102	97	103
CC(C)Cn1c(SCC(=O)NCCCN2CCCC2=O)nc2ccccc21	89	0.1	113	6	108	94	112	97
Cc1cc(C)c(C(=O)COC(=O)C2CCN(c3ccc(C(F)(F)F)cn3)CC2)c(C)c1	95	-0.1	75	1	102	98	94	98
Cc1ccc(C)c(NCCC#N)c1	105	0.0	108	-1	98	99	112	102
N#CCC(=O)Nc1ccc(C(=O)OCC(=O)Nc2ccccc2Sc2ccccc2)cc1	/	0.1	95	4	105	97	100	104
COc1ccc(/C=C/c2nc(S(=O)(=O)c3ccccc3)c(NCCCN(C)C)o2)cc1OC	110	-0.2	90	5	95	100	100	104
CN1C2CCC1CC(NS(=O)(=O)c1ccc(C#N)cc1)C2 (configuration not stated)	90	0.1	82	-2	92	101	99	105
O=C(c1ccc2c(c1)OCO2)N1CCN(S(=O)(=O)N2CCCCC2)CC1	104	0.1	106	0	93	100	98	103
Cc1cc(Nc2c(C)n(C)n(-c3ccccc3)c2=O)n2c(nc3ccccc32)c1C#N	97	0.0	108	1	101	97	103	101
O=C(N/N=C/c1cccs1)[C@H]1C[C@@H]1c1ccccc1	93	0.3	98	1	100	100	97	98
Cn1ccsc1=NC(=O)c1ccc(S(C)(=O)=O)cc1	103	0.1	103	-2	99	110	109	105
O=C(NCc1ccccc1)/C(NC(=O)c1ccccc1)=C(/Sc1ccccn1)c1ccccc1	94	0.0	99	-1	96	98	97	94
Cc1ccc(CNC(=O)CN(C)S(=O)(=O)c2ccc(F)cc2)cc1	95	0.1	106	0	109	97	105	101
NC(=S)NNC(=O)c1ccccc1	90	0.1	99	-1	98	91	99	95
Cc1cc(C(F)F)nn1CC(=O)NC1C(=O)N2C(C(=O)O)=C(CSc3nnnn3C)CSC12 (configuration not stated)	101	0.0	101	2	94	96	100	100
O=C(c1ccc(S(=O)(=O)N2CCOCC2)cc1)N1CCN(c2ccccc2)CC1	106	0.0	98	-1	99	101	97	100
CC(=O)c1ccc(NS(=O)(=O)c2ccccc2)cc1	102	-0.1	104	0	96	100	116	102
Cc1ccc(COc2ccc(S(=O)(=O)N3CCCC3)cc2C(N)=O)cc1	107	-0.1	86	5	101	106	105	105
Cc1cc(C)cc(N2CCCn3c2nc2c3c(=O)n(CCN3CCOCC3)c(=O)n2C)c1	107	-0.2	92	7	96	102	103	98
CCC1CCCCN1CCCNC(=O)Cn1c(=O)c2cccn2c2ccccc21 (configuration not stated)	100	0.0	97	0	89	101	101	99
Cc1ccccc1C(=O)NC(=S)N(CCO)Cc1ccccc1	101	-0.1	93	0	96	104	105	98
O=C(CNCc1ccc(F)cc1)Nc1cc(S(=O)(=O)N2CCOCC2)ccc1Cl	109	0.1	90	0	96	96	101	98
CN1CCC(N(C)C(=O)COc2ccccc2-c2ccccc2)CC1	117	0.0	101	3	105	112	111	116
COc1ccc(C)cc1NC(=O)CCC(=O)Nc1ccc2nc(N3CCN(C)CC3)cc(C)c2c1	94	0.1	91	1	90	94	86	92

3 entries drawn at random from the list so far:
SMILES	CIT2 TOR yeast	Efflux pump inh	Yeast superoxide	AHR activator	LAP4 TOR yeast	RPL19A-GFP yeast	MEP2-GFP yeast	AGP1 TOR yeast
Cc1cc(C(F)F)nn1CC(=O)NC1C(=O)N2C(C(=O)O)=C(CSc3nnnn3C)CSC12 (configuration not stated)	101	0.0	101	2	94	96	100	100
Cc1ccc(CNC(=O)CN(C)S(=O)(=O)c2ccc(F)cc2)cc1	95	0.1	106	0	109	97	105	101
N#CCC(=O)Nc1ccc(C(=O)OCC(=O)Nc2ccccc2Sc2ccccc2)cc1	/	0.1	95	4	105	97	100	104

The list continues.
SMILES	CIT2 TOR yeast	Efflux pump inh	Yeast superoxide	AHR activator	LAP4 TOR yeast	RPL19A-GFP yeast	MEP2-GFP yeast	AGP1 TOR yeast
O=C(C[n+]1ccn(CCCNP2(=O)C=C(c3ccccc3)OC(c3ccccc3)=C2)c1)c1cccs1	99	0.2	102	-1	104	102	109	104
O=C(O)C1CC(=O)N(Cc2ccc(F)cc2)C1 (configuration not stated)	105	-0.1	90	-2	100	106	98	109
CCOC(=O)C1(Cc2cccc(F)c2)CCN(CC2CC2)CC1	103	0.0	100	6	107	103	113	100
Cn1c(SCC(=O)Nc2cccc(F)c2)nc2c(c1=O)SCC2	93	-0.1	105	-5	100	100	98	99
CS(=O)(=O)Cc1ccc(C(=O)NC2CCSc3ccccc32)cc1 (configuration not stated)	102	0.2	100	0	93	98	107	99
O=c1nc(N2CCOCC2)ccn1-c1nc(-c2ccccc2)sc1-c1ccccc1	101	-0.1	88	1	102	97	99	102
Cc1ccc(/C=N/Nc2ccc(Cl)nn2)cc1	92	-0.1	90	17	117	103	101	103
Cc1cccc(OCCC(=O)NNC(=O)c2ccoc2C)c1	87	0.0	123	2	91	94	96	96
O=C(Cn1cnnn1)Nc1ccccc1Cc1ccccc1	97	0.1	94	-1	98	98	94	99
COc1ccc(S(=O)(=O)N(CC(=O)NCc2cccnc2)c2ccc(C)cc2)cc1OC	94	0.1	97	1	106	109	107	103
COc1cccc(N2CCN(C(=O)C3CCN(S(=O)(=O)c4ccc5c(c4)CC(C)N5C(C)=O)CC3)CC2)c1 (configuration not stated)	99	0.1	82	-1	100	100	95	99
O=C(O)CC1(CC(=O)NCc2ccccn2)CCCCC1	92	-0.1	95	-2	103	94	93	95
Brc1ccc(CN2C3=NCCCN3c3ccccc32)cc1	101	0.1	113	-1	94	104	102	92
Cc1cc(C(=O)Nc2nc(C)c(C(=O)N(C)C)s2)ccc1[N+](=O)[O-]	100	0.1	81	-2	92	96	91	93
Cc1c(NC(=O)c2cc(-c3ccc(O)cc3)on2)c(=O)n(-c2ccccc2)n1C	91	0.0	104	2	107	102	92	101
CC12CN3CCN(CC(C3)/C1=N/N=C/c1cccc([N+](=O)[O-])c1)C2	94	-0.2	98	1	100	100	100	96
O=C(CSc1nc2ccccc2c(=O)n1CCCO)NCc1ccccc1	104	-0.1	90	-1	103	108	104	110
Cc1cc(C(=O)OCC(=O)N2CCCC2)c2ccccc2n1	110	0.0	91	2	103	100	104	102
O=C(NCC(c1cccnc1)N1CCN(c2ccc(F)cc2)CC1)OCc1ccccc1 (configuration not stated)	98	-0.3	93	1	94	91	93	99
CCOC(=O)C(=CNc1ccc2c(c1)nnn2-c1ccc(Cl)cc1)C(=O)OCC	109	-0.1	105	-1	107	102	125	104
CCc1ccccc1NC(=O)c1cc(-c2ccc3c(c2)OCO3)on1	107	-0.1	114	1	94	101	103	103
C#CCOCCOCCOCCNc1nc(N2CCN(C(=O)CCCCCCCCCCNC(=O)Cn3cc(C[C@@H](C)O)nn3)CC2)nc(N2CCN(C(=O)CCCCCCCCCCNC(=O)[C@H](CCCN=C(N)N)n3cc(C[C@@H](C)CC)nn3)CC2)n1	78	0.3	109	0	183*	77	90	93
CCCCSc1nnc2nc(C)cc(C)n12	100	0.1	96	1	107	106	103	108
CC(C)(C)c1ccccc1OCC(=O)Nc1ccccc1C(=O)NCc1cccnc1	94	0.2	105	2	87	97	125	81
CCCC(=O)Nc1nnc(SCC(=O)NCc2cccs2)s1	101	0.0	107	5	97	98	108	100

Additional entries
SMILES	CIT2 TOR yeast	Efflux pump inh	Yeast superoxide	AHR activator	LAP4 TOR yeast	RPL19A-GFP yeast	MEP2-GFP yeast	AGP1 TOR yeast
CCCc1cc(=O)[nH]c(N2CCN(Cc3ccc4c(c3)OCO4)CC2)n1	96	0.0	98	/	86	101	101	95
Cc1cc(C)nc(N/N=C/c2ccccc2OCc2ccc([N+](=O)[O-])cc2)n1	101	0.0	111	8	91	102	106	96
Cc1ccc(CSCC(=O)N(C)CC(=O)Nc2cccc(F)c2)cc1	84	0.1	95	2	109	93	92	99
Oc1ccc(-c2csc(Nc3ncccn3)n2)cc1	93	-0.1	112	37	108	92	106	93
C[C@H](CO)N1C[C@H](C)[C@@H](CN(C)Cc2ccc3c(c2)OCO3)Oc2c(NS(C)(=O)=O)cccc2C1=O	81	0.3	112	0	86	87	87	82
O=C(CN1CCN(C(=O)N2CCOCC2)CC1)Nc1cc(Cl)ccc1Cl	100	0.2	102	1	109	102	107	101
CCN(CC)C(=O)Cn1cc(SCC(=O)NC)c2ccccc21	111	-0.1	87	2	104	100	97	102
O=C(NCC(=O)N1CCN(c2ccccc2O)CC1)c1ccc2c(c1)OCO2	91	-0.1	96	3	87	96	97	88
COc1ccc(C2CC(c3ccccc3)=NN2C(=O)COC(=O)c2ccc(S(C)(=O)=O)cc2)cc1 (configuration not stated)	92	-0.1	94	3	106	98	99	108
COC(=O)c1sc(NC(=O)COc2cccc(C)c2)nc1C	104	-0.3	98	6	96	104	107	96
Cc1ccnc(NC(=O)CCC2COc3ccccc3O2)c1 (configuration not stated)	114	-0.2	96	6	107	97	100	103
CC(=O)Nc1ccc(S(=O)(=O)Nc2nc3ccccc3nc2N2CCCC2)cc1	127	-0.1	92	1	120	103	112	118
CCOC(=O)/C(=N\Nc1cc(Cl)ccc1Cl)N1CCN(C)CC1	101	0.1	87	2	95	101	100	105
CCOc1ccccc1NC(=S)N(CCCN1CCOCC1)Cc1cn(C)c2ccccc12	96	0.0	95	4	94	97	109	103
CCOc1ccc(S(=O)(=O)N(C)CCO)cc1-c1nc2c(C(C)(C)C)nn(C)c2c(=O)[nH]1	106	0.1	89	-2	104	100	101	107
CC(C)CCNC(=O)C1CCC(CNc2c(N3CCCC3)c(=O)c2=O)CC1 (configuration not stated)	104	0.1	108	0	107	100	98	106
Cc1ccnc(NC(=O)CCC(=O)N(CC(=O)NCc2ccccc2)Cc2ccc(F)cc2)c1	106	0.0	99	-2	99	108	104	106
Nc1nc(-c2cc(Cl)cc(Cl)c2OC(F)F)cs1	92	0.0	99	4	91	97	111	91
COCCNC(=S)NNC(=O)c1cccs1	107	-0.1	78	0	107	104	98	107
O=C(c1ccc(N2C(=O)CCC2=O)cc1)N1CCN(c2ccccc2)CC1	99	-0.1	87	3	100	100	101	97
COc1ccc(C(=O)Nc2ccccc2N2CCCC2)cc1S(=O)(=O)N1CCOCC1	83	-0.1	110	-1	92	89	94	92
CCCn1c(SCC(=O)Nc2ccc(C(=O)Nc3ccccc3OC)cc2)n[nH]c1=O	91	-0.1	99	2	98	97	97	98
C/C(=N\OCC(=O)Nc1ccccc1C(C)(C)C)c1ccc2c(c1)OCCO2	91	0.0	99	4	93	98	102	99
O/N=C(\C[n+]1ccccc1)c1ccc(Br)cc1	100	0.0	102	17	90	104	103	89
O=C(CSc1nncn1-c1ccccc1)Nc1ccccc1	100	0.1	97	21	97	102	104	96
O=C(NCc1ccccc1)NC1(C(=O)N2CCN(c3ccccc3)CC2)CCCCC1	107	0.1	96	2	106	113	116	118
Cc1cccc(NC(=O)C2SC(=Nc3c(C)cccc3C)C(C(=O)N3CCOCC3)=C2N)c1 (configuration not stated)	96	0.1	104	0	93	100	99	97
